# High-throughput results: PubChem BioAssay, several laboratories
# OPRM1-OPRD1 ag = agonists of OPRM1-OPRD1 heterodimerization, primary screen, cell-based, luminescence | cells | 340,000 tested, 0.3% active | activation, % at 9.3 µM | AID 504326, 2011 | Mu-type opioid receptor (Homo sapiens) + Delta-type opioid receptor (Homo sapiens), …; in the data active = activation above about 18%;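 also: 0% = vehicle-treated cells and 100% = reference agonist; values of inactives mirror those of a sister screen read the other way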
# Arr AP2 block = inhibitors of beta-arrestin/AP2 binding, primary screen, biochemical, GPCR trafficking, flow cytometry; FITC-arrestin peptide / GST-AP2 beads; AP2 beta2 appendage carries R879A mutation; inhibition, % at 10 µM; 340,000 tested, 0.31% active; beta-arrestin 1 C-terminal peptide binding to AP2 beta2-adaptin appendage (human);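 active = inhibition above a set limit, near 3 SD of compounds lacking own fluorescence, cut at about 54% in these data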;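 also: plate controls were DMSO wells for no effect and 5 µM unlabelled arrestin peptide for full effect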
#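 System: GST-AP2 R879A glutathione beads | Also added: FITC-arrestin peptide, 50 nM | Times: 12 min plus 1 h, RT | Signal: Bead flow cytometry, FITC channel | Buffer or medium: PBS with 0.05% Tween 20 and 0.1% BSA | Read-out basis: Percent drop in bead-associated FITC signal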
# RTF Ca sens act = cardiac RTF calcium sensitivity activators, primary screen, biochemical, IANBD-TnC fluorescence, EC20 calcium | 340,000 tested, 0.24% active | activation, % at 7.2 µM | Troponin I, cardiac muscle (Homo sapiens) + Troponin T, cardiac muscle (Homo sapiens) + … | IANBD-labeled TnC RTF fluorescence at EC20 calcium; 0% EC20 calcium, 100% full calcium | AID 493008, 2010;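 active = activation above the mean over all tested compounds plus 3 SD, cut at about 30% in these data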;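 also: rise in fluorescence read as greater calcium sensitivity of cardiac thin filaments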
# V-ATPase pHluor = regulators of yeast V-ATPase proton pumping, primary screen, pHLuorin cytosolic pH fluorescence; S. cerevisiae; response, % at 10 µM; 350,000 tested, 0.37% active; in the data active = response mostly above about 7.3%, no sharp cut-off; inactive = mostly below about 5.4%; also: actives read high; inactives centre near 0; some compounds called inactive have numbers as strong as hits; reference of the scale not given here
# Keap1-Nrf2 PPI = Keap1-Nrf2 protein-protein interaction inhibitors, primary screen, biochemical, fluorescence polarization, single point; Kelch-like ECH-associated protein 1 (Homo sapiens), Q14145; Keap1 Kelch-Nrf2 peptide fluorescence polarization, 1536-well; inhibition, % at 9.4 µM; 340,000 tested, 0.15% active; AID 504523, 2011; in the data active = inhibition above about 12%;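 also: human Keap1 Kelch domain with fluorescein labeled Nrf2 9mer peptide probe; 0% = neutral control wells and 100% = peptide positive control; higher means more block of Keap1 binding to Nrf2 peptide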
# Target sequence (Q14145 whole entry, looked up, the tested form may be a part): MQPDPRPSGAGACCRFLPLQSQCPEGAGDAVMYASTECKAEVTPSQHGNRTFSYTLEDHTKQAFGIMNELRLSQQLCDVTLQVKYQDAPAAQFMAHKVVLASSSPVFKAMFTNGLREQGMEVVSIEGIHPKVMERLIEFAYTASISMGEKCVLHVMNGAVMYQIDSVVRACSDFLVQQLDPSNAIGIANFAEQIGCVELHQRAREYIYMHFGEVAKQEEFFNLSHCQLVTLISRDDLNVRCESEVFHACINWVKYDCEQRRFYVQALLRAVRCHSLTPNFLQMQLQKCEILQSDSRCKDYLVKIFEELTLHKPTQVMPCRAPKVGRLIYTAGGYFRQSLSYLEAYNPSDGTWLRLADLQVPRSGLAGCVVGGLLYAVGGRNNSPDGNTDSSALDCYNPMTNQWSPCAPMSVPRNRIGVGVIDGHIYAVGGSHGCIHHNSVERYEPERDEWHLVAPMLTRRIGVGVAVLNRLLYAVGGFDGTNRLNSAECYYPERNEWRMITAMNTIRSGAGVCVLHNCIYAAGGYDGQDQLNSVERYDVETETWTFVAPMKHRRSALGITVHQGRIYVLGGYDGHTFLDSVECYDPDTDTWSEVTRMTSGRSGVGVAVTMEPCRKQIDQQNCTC
# Wnt bcat act = Wnt/beta-catenin pathway activators, primary screen, cell-based, plate reader, single point; activation, % at 9.35 µM; AID 743398, 2014; 300,000 tested, 1.2% active; Wnt/beta-catenin reporter cell assay, activator; in the data active = activation above about 30%, passing the limit was not always enough;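 also: 0% = neutral control wells and 100% = positive control wells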
# DSG3 Ab inh = inhibitors of pemphigus antibody binding to DSG3, primary screen, biochemical, bead-based, flow cytometry, scFv-GFP; Desmoglein-3 (Homo sapiens), P32926; binding (percent of control), % at 10 µM; 310,000 tested, 0.48% active; DSG3-coupled beads, scFv-anti-DSG3-GFP binding; stronger effect = lower value;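 active = binding more than 3 SD below its plate's average and above zero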;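 also: hits lower antibody fragment binding to DSG3; some compounds called inactive have numbers as strong as hits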
# OPRM1-OPRD1 inv = inverse agonists of MOR-DOR heterodimerization, primary screen, cell-based, luminescence. cell-based MOR-DOR heterodimer luminescence, inverse agonism. 340,000 tested, 0.21% active. inhibition, % at 9.3 µM. Mu-type opioid receptor (Homo sapiens) + Delta-type opioid receptor (Homo sapiens), …; in the data active = inhibition above about 22%, passing the limit was not always enough;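 also: 0% = cells with DMSO and 100% = wells without cells with DMSO; values of inactives mirror those of a sister screen read the other way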
# RTF Ca sens inh = cardiac RTF calcium sensitivity inhibitors, primary screen, biochemical, IANBD-TnC fluorescence, EC70 calcium. IANBD-labeled cardiac RTF, Ca2+ fluorescence. Troponin I, cardiac muscle (Homo sapiens) + Troponin T, cardiac muscle (Homo sapiens) + …. inhibition, % at 7.15 µM. 340,000 tested, 0.12% active;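 active = inhibition above the mean inhibition of all tested compounds plus 3 SD, cut at about 17% in these data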;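 also: assay run at fixed EC70 calcium of 1.6 mM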
# C-LANA FP = inhibitors of KSHV C-LANA binding to DNA, primary screen, biochemical, fluorescence polarization, FAM-LBS DNA, MBP-C-LANA, single point; inhibition, % at 9 µM; 340,000 tested, 0.078% active;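 active = highest replicate inhibition at or above 60% at 9 µM, even if other replicates fall short; inactive = all replicates below 60% inhibition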;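 also: 0% = neutral control wells and 100% = 4 µM acridine orange control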
# Starred values were filed as active, the others as inactive; · = no result given.
entry	molecule	OPRM1-OPRD1 inv	Arr AP2 block	OPRM1-OPRD1 ag	V-ATPase pHluor	RTF Ca sens act
1	CCCCc1ccc(NC(=O)N[C@@H](CC(C)C)C(=O)O)cc1	12	-11	-2.4	2	-4
2	COc1cc(/C=N/NC(=O)CCN2CCN(c3ccccc3)CC2)cc(OC)c1OC	24	10	-5.2	-4	-3
3	CCOC(=O)N1CCC(N2CCN(S(=O)(=O)c3ccc(OC)cc3)CC2)CC1	1	-7	-0.2	-1	6
4	COc1ccc(/C=N/NC(=O)Cn2cnc3c2c(=O)n(C)c(=O)n3C)cc1	·	-6	·	3	3
5	CC1C(=O)Nc2ccc(S(=O)(=O)N3CCN(c4cccc(C(F)(F)F)c4)CC3)cc2NC1=O (stereo not drawn)	0	6	-0.1	-6	-2
6	CCCCN(C(=O)c1cc(-c2ccncc2)nc2ccccc12)c1c(N)n(CC(C)C)c(=O)[nH]c1=O	7	20	-1.3	-2	-2
7	CC(=O)Nc1ccc(C(=O)CSc2nc3ccc(C)cc3[nH]2)cc1	14	-2	-2.7	8	-6
8	O=C(NCC(=O)N1CCN(c2ccccc2O)CC1)c1ccc2ccccc2c1	-1	51	0.2	-6	-5
9	CCOC(=O)N1CCN(C(=O)CC(C(=O)N2CCc3ccccc32)n2ccnc2)CC1 (stereo not drawn)	1	7	-0.2	1	-5
10	COc1ccc2c(c1)c(N=O)c(O)n2C	11	-1	-2.8	0	-4
11	O=C(O)CSCC(=O)N(Cc1ccccc1)c1nc(-c2ccccc2)c(-c2ccccc2)s1	15	3	-2.8	-4	-8
12	Cc1ccc2oc(C(=O)N3CCC(O)(c4ccccc4)CC3)c(C)c2c1	5	-8	-0.9	-5	-2
13	Cc1cc(=O)oc2cc(OCC(=O)NC3CCN(Cc4ccccc4)CC3)ccc12	9	-7	-1.8	-4	0
14	CCN1CCN(C(=O)c2ccc(Cl)c(S(=O)(=O)N3CCCCCC3)c2)CC1	7	2	-1.2	0	8
15	COc1ccc(S(=O)(=O)N2CCC(C(=O)NCc3ccccn3)CC2)cc1OC	1	1	-0.1	2	5

entry	DSG3 Ab inh	C-LANA FP	Wnt bcat act	Keap1-Nrf2 PPI	RTF Ca sens inh
1	82	0.8	2	1	-1
2	110	0.2	-7	-6	-14
3	107	-0.9	-1	-7	-20
4	102	-0.2	0	1	-9
5	97	0.2	-11	-3	-3
6	99	0.6	1	3	3
7	101	-0.6	7	-9	-2
8	·	0.9	6	-4	-6
9	104	0.3	-4	1	6
10	102	0.1	-2	3	4
11	99	2.7	4	1	17
12	102	1.7	2	4	-9
13	·	-0.8	-1	-7	-6
14	100	1.7	-1	-2	-3
15	99	0.5	·	-2	-8

# The list goes on.
entry	molecule	OPRM1-OPRD1 inv	Arr AP2 block	OPRM1-OPRD1 ag	V-ATPase pHluor	RTF Ca sens act
16	CCC(C(=O)NCc1ccco1)n1nc(C)c2c(C)n(-c3ccccc3)nc2c1=O (stereo not drawn)	14	-11	-2.8	-1	4
17	CC(C)NC(=O)COC(=O)/C=C/c1ccc(F)cc1	5	-11	-0.8	2	-7
18	Cn1c(N)c(C(=O)COC(=O)c2cccc(S(=O)(=O)N3CCCCC3)c2)c(=O)n(C)c1=O	4	23	-0.7	-5	6
19	O=C(COC(=O)c1cccc(S(=O)(=O)N2CCCC2)c1)Nc1ccccc1	10	14	-1.8	1	-3
20	CCOc1ccc(C2C(C(=O)c3ccco3)=C(O)C(=O)N2CCN2CCOCC2)cc1 (stereo not drawn)	8	-1	-1.4	2	2
21	Cn1c(CN2CCN(CCO)CC2)c(C#N)c2ccccc21	15	9	-3.1	1	9
22	COc1ccccc1N1CCN(C(=O)Nc2ccc(F)c(Cl)c2)CC1	12	-2	-2.7	-1	10
23	O=C(COC(=O)c1ccc([N+](=O)[O-])o1)Nc1nc2ccccc2s1	-25	-14	4.5	2	2
24	COCCCNC(=O)C[C@H]1C[C@H](C(=O)N2CCOCC2)[C@@]2(C)c3[nH]c4cc(-c5ccco5)ccc4c3CCN2C1=O	13	-12	-2.7	1	-2
25	O=C(CN1C(=O)c2cccc3cccc1c23)Nc1ccc2c(c1)OCO2	-10	-5	1.6	0	0
26	CCOC(=O)c1cc(CC)sc1NC(=O)COC	15	-5	-2.8	3	3
27	Cc1ccc(C(=O)N2CCC(n3nccc3NC(=O)Nc3cccc(F)c3)CC2)cn1	14	3	-2.8	3	1
28	O=C(c1ccco1)N1CCN(C(=O)N2CCCCC2)CC1	13	·	-2.8	-2	4
29	Cc1ccc(N2CC(C(=O)N3CCC(C(=O)Nc4ccc(Br)cc4)CC3)CC2=O)cc1 (stereo not drawn)	18	23	-3.3	-2	-6
30	Nn1c(Nc2ccccc2)nc2sc3c(c2c1=O)CCCC3	14	12	-3.1	-2	-4

entry	DSG3 Ab inh	C-LANA FP	Wnt bcat act	Keap1-Nrf2 PPI	RTF Ca sens inh
16	101	0.3	1	-2	1
17	92	0.5	-2	-3	2
18	95	0.5	-4	-4	-5
19	103	-0.2	-1	0	-2
20	·	0.2	2	-1	-3
21	·	-4.3	0	-5	-9
22	102	0.8	-1	-5	-10
23	97	2.5	6	2	1
24	101	-1.6	-4	-1	-5
25	101	-0.4	-5	1	-3
26	99	-0.3	·	2	3
27	103	-1.4	0	-4	1
28	107	0.5	-7	-5	-6
29	107	0.6	-4	1	1
30	·	-1.0	2	-1	1

# Next part.
entry	molecule	OPRM1-OPRD1 inv	Arr AP2 block	OPRM1-OPRD1 ag	V-ATPase pHluor	RTF Ca sens act
31	CC(=O)N1C(C(=O)O)Cc2c([nH]c3ccccc23)C1C (stereo not drawn)	7	-1	-1.4	-3	-7
32	CC(C)COC(=O)c1cc(-c2ccc(/C=N/n3cnnc3)o2)ccc1Cl	8	10	-1.7	-3	0
33	Oc1ccc(Cl)cc1C1=NCCNC(C(F)(F)C(F)F)=C1	13	7	-2.7	1	-1
34	CS(=O)(=O)c1ccc(Cl)c(NC(=O)CSc2nncn2-c2ccccc2)c1	-2	6	0.2	5	-2
35	O=C(Nc1ccccc1F)C1CCN(C(=O)NCc2ccccc2)CC1	1	20	-0.1	0	1
36	CCN(C(=O)COC(=O)CSc1ccc(C)c(C)c1)C1CCS(=O)(=O)C1 (stereo not drawn)	14	-5	-2.5	-2	0
37	CC1(C)C(c2cccs2)=NC(c2ccccc2)N1O (stereo not drawn)	14	2	-2.8	2	3
38	COc1ccc(CNC(=O)c2ccc3c(=O)n4c(nc3c2)CCCCC4)cc1OC	-6	-10	0.9	3	-6
39	O=c1[nH]c(NC2CCCCC2)nnc1Cc1ccccc1	4	14	-0.7	-4	-9
40	O=C(Cc1ccccc1)N1CCC(c2nc3ccccc3[nH]2)CC1	16	-9	-3.1	1	2
41	CCOC(=O)c1cnc2nc(Cc3ccccc3)[nH]n2c1=O	3	-3	-0.8	6	-3
42	Cc1nn(-c2ccccc2)c2c1C(c1ccc(Cl)cc1)N(c1ccccc1)C(=O)N2 (stereo not drawn)	-13	-3	1.8	-6	0

entry	DSG3 Ab inh	C-LANA FP	Wnt bcat act	Keap1-Nrf2 PPI	RTF Ca sens inh
31	106	-0.6	0	-6	-4
32	101	0.3	-2	2	-1
33	108	-0.8	-2	2	-1
34	·	0.4	-2	1	5
35	96	1.4	0	-3	-10
36	102	-0.8	0	-4	-7
37	103	0.4	·	-3	-7
38	98	2.1	-12	-1	-3
39	·	3.4	·	0	-29
40	95	0.6	·	-1	4
41	·	-1.8	·	-3	-5
42	105	0.3	-18	2	-7

# Another view of some results above.
# Each structure is followed by: OPRM1-OPRD1 inv, Arr AP2 block, OPRM1-OPRD1 ag, V-ATPase pHluor, RTF Ca sens act, DSG3 Ab inh, C-LANA FP, Wnt bcat act, Keap1-Nrf2 PPI, RTF Ca sens inh
29) Cc1ccc(N2CC(C(=O)N3CCC(C(=O)Nc4ccc(Br)cc4)CC3)CC2=O)cc1 (stereo not drawn)
→ 18, 23, -3.3, -2, -6, 107, 0.6, -4, 1, 1
30) Nn1c(Nc2ccccc2)nc2sc3c(c2c1=O)CCCC3
→ 14, 12, -3.1, -2, -4, ·, -1.0, 2, -1, 1
31) CC(=O)N1C(C(=O)O)Cc2c([nH]c3ccccc23)C1C (stereo not drawn)
→ 7, -1, -1.4, -3, -7, 106, -0.6, 0, -6, -4
32) CC(C)COC(=O)c1cc(-c2ccc(/C=N/n3cnnc3)o2)ccc1Cl
→ 8, 10, -1.7, -3, 0, 101, 0.3, -2, 2, -1
33) Oc1ccc(Cl)cc1C1=NCCNC(C(F)(F)C(F)F)=C1
→ 13, 7, -2.7, 1, -1, 108, -0.8, -2, 2, -1
34) CS(=O)(=O)c1ccc(Cl)c(NC(=O)CSc2nncn2-c2ccccc2)c1
→ -2, 6, 0.2, 5, -2, ·, 0.4, -2, 1, 5
35) O=C(Nc1ccccc1F)C1CCN(C(=O)NCc2ccccc2)CC1
→ 1, 20, -0.1, 0, 1, 96, 1.4, 0, -3, -10
36) CCN(C(=O)COC(=O)CSc1ccc(C)c(C)c1)C1CCS(=O)(=O)C1 (stereo not drawn)
→ 14, -5, -2.5, -2, 0, 102, -0.8, 0, -4, -7
37) CC1(C)C(c2cccs2)=NC(c2ccccc2)N1O (stereo not drawn)
→ 14, 2, -2.8, 2, 3, 103, 0.4, ·, -3, -7
38) COc1ccc(CNC(=O)c2ccc3c(=O)n4c(nc3c2)CCCCC4)cc1OC
→ -6, -10, 0.9, 3, -6, 98, 2.1, -12, -1, -3
39) O=c1[nH]c(NC2CCCCC2)nnc1Cc1ccccc1
→ 4, 14, -0.7, -4, -9, ·, 3.4, ·, 0, -29
